TGFb SMAD3 inh: blocks TGF-b signaling. HepG2 CAGA-GFP TGF-b/SMAD3 reporter, GFP fluorescence, 18 h; TGF-beta stimulated, 500 pg/mL final. AID 588855. Potency, µM (titrated, usually from 46.1 µM), for the others: top-dose activity, negative = inhibition, hits mostly inhibitors. hit rate 1.2% among 410,000; also: % is scaled to controls: 0 for no effect and ±100 for the full control effect; nearly all actives have a fitted effect of over 65% in size
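Cell-based qHTS in HEPG2 carrying a CAGA-GFP Smad reporter; compounds added before 500 pg/mL final TGF-beta, 18 h incubation at 37 degrees C, GFP fluorescence quantified per cell by imaging cytometry.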
Nrf2 block: Nrf2 pathway inhibition | hit rate 2.1% among 360,000 | Potency, µM (titrated, usually from 46 µM), without a hit: top-dose activity change, negative = inhibition, actives largely listed as inhibitors | AID 504444 | A549 ARE-Fluc reporter, luciferase luminescence, 18-24 h; also: % is scaled to controls: 0 for no effect and ±100 for the full control effect; nearly all actives have a fitted effect of over 60% in size
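Two sequential reads on A549 ARE_Fluc cells exposed to compound for 18-24 h: a CellTiter-Fluor fluorescence read for viability, then a luciferase luminescence read for Nrf2/ARE activity.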
Nrf2 ARE act: Nrf2 pathway activation; AREc32 ARE-luciferase reporter (MCF7-derived line), luminescence, 24 h; Potency, µM (highest dose often 46.1 µM), for inactives: top-dose activation, usual class: activators; AID 624171; hit rate 0.31% among 410,000; also: % of control where 0% means no effect; nearly all actives have a fitted effect of over 65% in size
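Cells of the AREc32 ARE-luciferase line are plated in OPTI-MEM containing 5% FBS and left overnight at 37 deg C. Compounds are pinned in, incubation continues 24 hr, and firefly luciferase signal is then measured.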
ATXN viability: reduces viability in counter-screen for ATXN expression inhibitors; Potency, µM (highest dose often 56.7 µM), most hits filed as cytotoxic; hit rate 0.49% among 400,000; AID 651635; S2 cells (HEK-293 line with an ATXN2-luciferase reporter) viability, CellTiter-Fluor protease fluorescence, 24 h; also: nearly all actives have a fitted effect of over 40% in size
HepG2 tox: kills HepG2 cells in TGF-b inhibitor counter-screen; hit rate 0.76% among 410,000; HepG2 CAGA-GFP viability, ATP luminescence, 18 h; Potency, µM (series often up to 46.1 µM), for inactives: at the top dose activity change, negative = cytotoxicity, actives largely listed as cytotoxic; also: some results filed as inactive show a strong effect at the top dose
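CellTiter-Glo luminescence gave cytotoxicity after 18 hours at 37 degrees C. The cells were HepG2 CAGA-GFP in 1% FBS DMEM, stimulated with 500 pg/mL TGF-beta after compound addition. %Activity was normalised to no-cell wells (complete cell-killing) and DMSO (no toxicity), and curves were fitted and classified.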
MCF10A rerep: inducers of DNA re-replication in MCF 10A breast cells. Potency, µM (highest dose often 46.1 µM), for the others: at the highest dose activity, positive = re-replication, actives largely listed as activators. hit rate 2.9% among 350,000. MCF 10A DNA re-replication, Hoechst nuclear intensity, 48 h. AID 624296; also: % of control where 0% means no effect; nearly all actives have a fitted effect of over 50% in size
EPAC2 antagonist: antagonists of human EPAC2; Q8WZA2; EPAC2 GEF exchange of Rap1B-BODIPY-GDP, fluorescence; Potency, µM (titrated, usually from 114 µM), inactives show at the highest dose activity, negative = inhibition, hits mostly inhibitors; hit rate 0.18% among 360,000; also: % is scaled to controls: 0 for no effect and ±100 for the full control effect; nearly all actives have a fitted effect of over 45% in size; many of its hits are not listed in these tables
Target sequence (Q8WZA2 whole entry, looked up): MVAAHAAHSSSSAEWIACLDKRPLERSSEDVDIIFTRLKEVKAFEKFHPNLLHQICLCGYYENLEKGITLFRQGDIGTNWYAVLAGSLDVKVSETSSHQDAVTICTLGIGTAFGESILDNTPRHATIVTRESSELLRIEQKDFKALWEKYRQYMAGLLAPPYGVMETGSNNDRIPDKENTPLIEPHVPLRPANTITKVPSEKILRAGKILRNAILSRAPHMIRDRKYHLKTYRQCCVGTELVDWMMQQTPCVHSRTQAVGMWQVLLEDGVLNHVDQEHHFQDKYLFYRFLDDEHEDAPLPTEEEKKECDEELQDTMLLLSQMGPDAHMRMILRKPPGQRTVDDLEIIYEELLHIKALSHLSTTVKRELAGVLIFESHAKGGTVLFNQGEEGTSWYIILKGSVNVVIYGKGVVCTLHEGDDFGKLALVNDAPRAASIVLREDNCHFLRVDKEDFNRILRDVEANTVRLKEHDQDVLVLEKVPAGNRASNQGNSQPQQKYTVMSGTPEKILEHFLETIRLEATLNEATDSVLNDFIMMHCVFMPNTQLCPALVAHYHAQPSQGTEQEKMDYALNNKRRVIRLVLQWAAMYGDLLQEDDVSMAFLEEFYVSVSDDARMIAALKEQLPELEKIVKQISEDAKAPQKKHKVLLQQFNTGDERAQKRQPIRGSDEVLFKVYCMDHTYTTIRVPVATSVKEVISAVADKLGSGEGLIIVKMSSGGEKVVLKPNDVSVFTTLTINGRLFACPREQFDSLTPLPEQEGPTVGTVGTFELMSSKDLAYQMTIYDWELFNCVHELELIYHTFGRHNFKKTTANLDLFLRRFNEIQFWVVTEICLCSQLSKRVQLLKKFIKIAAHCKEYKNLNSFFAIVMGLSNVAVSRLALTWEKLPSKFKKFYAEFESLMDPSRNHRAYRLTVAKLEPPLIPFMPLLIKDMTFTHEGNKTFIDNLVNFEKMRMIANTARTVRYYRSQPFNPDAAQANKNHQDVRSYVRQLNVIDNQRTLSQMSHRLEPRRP
A549 viability: kills or reduces viability of A549 cells in Nrf2 counter-screen | Potency, µM (doses to about 46 µM), inactives show top-dose activity change, negative = cytotoxicity, actives largely listed as inhibitors | A549 ARE-Fluc cells, CellTiter-Fluor viability, 18-24 h | hit rate 0.16% among 390,000; also: % is scaled to controls: 0 for no effect and ±100 for the full control effect
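Cytotoxicity counterscreen: CellTiter-Fluor fluorescence was measured in A549 ARE_Fluc cells after 18-24 h of compound exposure in a concentration series. The subsequent BugLite luminescent read reports ARE-luciferase activity.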
ATXN2 expr inh: inhibitors of ATXN2 expression; HEK-293 ATXN2-luciferase reporter, luminescence, 24 h; Potency, µM (titrated, usually from 57 µM), without a hit: at the highest dose activity change, negative = inhibition, most hits filed as inhibitors; hit rate 0.72% among 360,000; AID 1745845; also: % is scaled to controls: 0 for no effect and ±100 for the full control effect; nearly all actives have a fitted effect of over 55% in size
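ATXN2-luciferase reporter cells (luciferase flanked by upstream and downstream ATXN2 gene portions) were treated 24 h at 37 °C with compounds at up to 57 uM. SteadyGlo luminescence gave expression; GF-AFC fluorescence gave viability.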
* marks the source's active call; other numbers are inactive results; i = inactive; u = inconclusive; x = no result given; & = joins results of further samples; [ ] = dose if it differs, or a comment. Calls follow the shape of the dose curve; as a rule, active = well fitted curve in the direction sought with a large enough effect; inconclusive = small, poorly fitted or top-dose-only effect, or another doubt; inactive = no such curve, though single readings can be large; an effect the other way counts as inactive or inconclusive. Potency is read from the fitted curve at half-maximal effect.

No.	smiles	TGFb SMAD3 inh	Nrf2 block	Nrf2 ARE act	ATXN viability	HepG2 tox	MCF10A rerep	EPAC2 antagonist	A549 viability	ATXN2 expr inh
1	Cc1ccc(Nc2c(-c3ccc(C)o3)nc3cccc(C)n23)cc1	u	-3%&-3%	0.7%	u	-90%	x	x	1%&-1%	u
2	C[C@@H]1CN([C@@H](C)CO)S(=O)(=O)c2ccc(Br)cc2O[C@H]1CN(C)C(=O)c1ccccc1F	u	x	0.0%	i	-25%	x	2%	x	-13%
3	Cc1noc(/C=C/N(C)C)c1S(=O)(=O)N(C)CC(=O)N1CCc2ccccc21	u	x	0.2%	i	-27%	u	-4%	-3%	-27%
4	CCc1ccc(NC(=O)C(C)OC(=O)CCN2C(=O)C3CC=CCC3C2=O)cc1 (configuration not stated)	0%	-1%	0.2%	i	3%	u	4%	0%	10%
5	COc1cccc2c(=O)cn[nH]c12	0%	-5%	-0.1%	i	9%	0%	12%	-6%	5%
6	O=C(Cc1n[nH]c(=O)c2ccccc12)OCC(=O)c1ccccc1Cl	-3%	-13%	3.2%	i	-10%	4%	-1%	0%	4%
7	COc1ccc(N2CCN(C(=O)c3ccc4c(=O)n(CCc5ccc(OC)c(OC)c5)c(=O)[nH]c4c3)CC2)cc1	-5%&-19%	u	-0.3%&0.2%	u	5%&-5%	10%	12%	u	-28%&-6%
8	O=C(Nc1ccccc1C(=O)NCc1cccnc1)c1ccccc1Cl	13%	6%	-0.9%	i	5%	0%	5%	1%	-20%
9	CSCC(=O)N1CCc2ccc(NC(=O)c3ccccc3Cl)cc2C1	0%	u	0.0%	i	6%	u	-8%	-4%	120%[activator]
10	CC(C)n1c(O)c(N=NC(=O)CNC(=O)c2cccnc2)c2ccccc21	3%	-11%	0.4%	i	-19%	22%	-5%	-2%	7%
11	COc1cccc(C2=CC(=O)C[C@H](c3ccc(Cl)cc3)C2)c1OC	u	8%	0.0%	u	13%	23µM*	3%	-2%	u
12	O=C(CC1CCCC1)N1CCCC(Nc2ccc(F)cc2)C1 (configuration not stated)	u	-4%	0.3%	u	-32%	5%	18%	-9%	-5%
13	CC(=O)Nc1ccc(C(=O)Nc2ccc(S(=O)(=O)Nc3nccc(C)n3)cc2)cc1	-1%	-7%	-0.2%	i	1%	-3%	7%	-2%	-24%
14	Brc1cccc(CNn2cnnc2)c1	15%	12%	0.0%	i	-9%	2%	-3%	-2%	10%
15	Cc1nnc(NC(=O)CSc2nnc(CCNC(=O)c3ccccc3F)n2C)s1	12%	21%	0.6%	i	-4%	9%	-1%	u	3%
16	COc1ccc(-n2nc3c(c2NC(=O)c2ccc(N4C(=O)CCC4=O)cc2)CSC3)cc1	-1%	-2%	-0.3%	i	-3%	-6%	0%	0%	5%
17	CCCc1nnc(NC(=O)c2nc(SCC)ncc2Cl)s1	-1%	-15%	1.1%	i	-10%	x	x	1%	-4%
18	O=C(Nc1ccc(F)c(Cl)c1)c1csc(COCCO)n1	-5%	x	-0.5%[9.22 µM]	i	-25%	x	3%	x	27%
19	Cc1ccc(-c2nc3ccccn3c2Nc2ccc3c(c2)OCO3)cc1	-28%	-11%	23%	x	30%	x	x	-5%	-28%
20	COCCCNC(=O)c1ccc(NC(=O)c2nsc3ccccc23)cc1	-3%	x	5.0%	x	-28%	x	x	-1%	x
21	Cc1ccc(S(=O)(=O)NCCc2nnc3ccc(SCc4cccc(F)c4)nn23)cc1	u	5%	6.5%	x	-40%	x	x	-8%	x
22	CC(C)NC(=O)COC(=O)Cn1[nH]c(=O)c2ccccc2c1=O	0%	-12%	-0.8%	i	10%	1%	4%	1%	-14%
23	Cc1ccccc1C(=O)NCCc1csc(-c2ccc(C(F)(F)F)cc2)n1	0%	x	-0.2%	x	-1%	x	x	0%	x
24	COc1ccc(C)cc1NC(=O)CNc1ccccc1CN(C)C1CCCCC1	-23%	-6%	0.2%	i	-22%	u	-4%	-16%	-16%
25	CC(C)Nc1nnc(SCC(=O)NCc2ccc3c(c2)OCO3)s1	7%	8%	-0.1%	i	-12%	-6%	6%	-6%	-6%

Gathered by group: the entries above with bromine (2)
No.	smiles	TGFb SMAD3 inh	Nrf2 block	Nrf2 ARE act	ATXN viability	HepG2 tox	MCF10A rerep	EPAC2 antagonist	A549 viability	ATXN2 expr inh
2	C[C@@H]1CN([C@@H](C)CO)S(=O)(=O)c2ccc(Br)cc2O[C@H]1CN(C)C(=O)c1ccccc1F	u	x	0.0%	i	-25%	x	2%	x	-13%
14	Brc1cccc(CNn2cnnc2)c1	15%	12%	0.0%	i	-9%	2%	-3%	-2%	10%

Next section.
No.	smiles	TGFb SMAD3 inh	Nrf2 block	Nrf2 ARE act	ATXN viability	HepG2 tox	MCF10A rerep	EPAC2 antagonist	A549 viability	ATXN2 expr inh
26	CN(C(=O)c1ccc(Br)cc1)C1CCS(=O)(=O)C1 (configuration not stated)	-21%	-17%	0.4%	i	-14%	-14%	5%	1%	-3%
27	Cc1cc(OC(=O)c2cc(Cl)ccc2Cl)c([N+](=O)[O-])c(=O)[nH]1	3%	0%	-0.7%	i	-4%	1%	-15%	-12%	7%
28	CN1CCC(=NNC(=O)CN(c2cccc([N+](=O)[O-])c2)S(=O)(=O)c2ccccc2)CC1	3%	-6%	-0.2%	i	2%	-4%	27%	-3%	-18%
29	CN(CC(=O)Nc1ccc(Cl)c(C(F)(F)F)c1)C(=O)c1cccnc1Sc1ccccc1	u	u	-0.5%	i	-33%	-1%	-14%	u	u
30	N/C(=N\c1nc2c(c(=O)[nH]1)CCCC2)Nc1ccc(Oc2ccccc2)cc1	-2%	u	-0.6%	i	-9%	0%	-2%	-6%	-22%
31	CCN1CCN(c2c(Cl)cccc2NC(=O)c2ccc3nsnc3c2)CC1	19%	2%	0.8%	i	4%	-13%	-20%	3%	u
32	O=[N+]([O-])c1cc(C(F)(F)F)ccc1N1CCCNCC1	28%	6%	-0.6%	i	19%	u	-2%	5%	-3%
33	S=c1[nH]c(-c2ccccc2)cs1	1%	-6%	3.7%	i	-22%	-4%	-6%	5%	-11%
34	CC(C)CCN1CCN(Cc2ccc(C(F)(F)F)cc2)CC1CCO (configuration not stated)	-2%	-12%	-0.3%	i	-77%	u	-4%	-13%	x
35	Clc1ccc(-c2cc3ccccc3nc2N2CCOCC2)cc1	1%	u	3.4%	i	-15%	u	56µM*	8%	10%
36	CN(CC(=O)Nc1ccc(F)cc1)C(=O)COC(=O)c1ccccc1	13%	-13%	0.3%	i	5%	-2%	4%	2%	11%
37	O=S(=O)(NCC(c1cccnc1)N1CCN(Cc2ccccc2)CC1)c1ccc(F)cc1 (configuration not stated)	-4%	1%	-0.7%	i	-5%	0%	-7%	9%	-12%
38	CC(C)(C)OC(=O)N1CCCC1C(=O)NCCc1ccccc1 (configuration not stated)	0%	12%	-0.3%	i	-1%	u	15%	5%	-4%
39	CC(C)c1ccc(/C=C/C(=O)NC2CCCCC2)cc1	-7%	1%	-0.2%	i	-5%	u	3%	5%	10%
40	S=c1[nH]cnc2scc(-c3ccc(Cl)cc3)c12	-22%	u	-0.4%	i	-14%	u	-4%	-9%	-31%
41	O=C(C1=NNCC1c1ccc(Cl)cc1)C1CO1 (configuration not stated)	11%	-11%	23%	u	-22%	u	-14%	0%	-34%
42	CCOC(=O)c1cn(CC)c2c(ccc3ccccc32)c1=O	-9%	u	6.0%	i	-33%	9%	-2%	u	21%
43	OC[C@@H]1CN(Cc2ccco2)C[C@H](n2cnc3c(Nc4ccccc4)ncnc32)O1	9%	x	5.3%	i	-2%	x	-2%	x	11%
44	CCOc1ccc(CNC(=O)Cn2ncc3c(=O)oc4ccc(C)cc4c32)cc1	-1%	-15%	0.7%	x	-5%	x	x	0%	x
45	CC(NC(=O)CNC(=O)c1ccco1)c1ccccc1 (configuration not stated)	8%	-9%	0.2%	i	6%	-10%	5%	3%	-9%
46	COc1ccc(NC(=O)C[C@H]2C(=O)N(c3ccc(OC)cc3)C[C@@H]2C)cc1	4%	x	0.0%	i	-27%	x	4%	x	-4%
47	CCCC#Cc1ccc2c(c1)O[C@@H](CN(C)Cc1ccc3c(c1)OCO3)[C@H](C)CN([C@@H](C)CO)S2(=O)=O	u	x	-4.2%	u	-58%	x	-5%	x	u
48	C=CCOc1ccc(/C=C/C(=O)OCC(=O)N(C)C2CCS(=O)(=O)C2)cc1 (configuration not stated)	4%	-12%	0.5%	i	-14%	0%	-4%	-3%	0%
49	CN(c1ncc(C(F)(F)F)cc1Cl)N1C(=O)c2cccc(N)c2C1=O	-20%	-17%	-1.3%	i	-9%	8%	-1%	0%	-4%
50	Cc1cc(C(=O)O)c(S(C)(=O)=O)s1	0%	21%	-0.2%	i	0%	-1%	11%	23%	2%

(listing goes on)
No.	smiles	TGFb SMAD3 inh	Nrf2 block	Nrf2 ARE act	ATXN viability	HepG2 tox	MCF10A rerep	EPAC2 antagonist	A549 viability	ATXN2 expr inh
51	CC(C)(C)c1ccc(OCC(=O)NCc2ccco2)cc1	-5%	27%	0.3%	i	-21%	4%	-1%[57.1 µM]	14%	29%
52	CCOC(=O)C1=C(CS(=O)(=O)c2ccccc2)NC(=O)NC1c1ccccc1 (configuration not stated)	-18%	-3%	0.2%	i	3%	13%	-5%	-3%	0%
53	CC1(C)Cc2nc(N3CCCC3)c(C#N)cc2CO1	0%	11%	-0.2%	i	0%	-50%[inhibitor]	-8%	-1%	-7%
54	Cc1ccc(N/C=C(\C2OC(=O)c3ccccc32)[N+](=O)[O-])c(C)c1 (configuration not stated)	-33%	u	u	i	-18%	16%	-14%	-13%	-13%
55	COc1ccc(C)cc1NC(=O)CN1CCN(S(=O)(=O)c2ccc3ccccc3c2)CC1	u	u	-1.0%	i	-10%	18%	-3%	-6%	-21%
56	O=C(CN1C(=O)CCSc2ccccc21)Nc1ccc(F)cc1	4%	-4%	-0.3%	i	-20%	8%	2%	6%	1%
57	O=C(Cc1ccc(S(=O)(=O)N2CCOCC2)s1)Nc1ccccc1N1CCCC1	-23%	-18%	-0.1%	i	-22%	-1%	2%	0%	-3%

Along the list, as entered above:
Compounds 51 to 57 in ATXN2 expr inh, in turn: 29%, 0%, -7%, -13%, -21%, 1%, -3%

Compound activity from PubChem BioAssay.

An excerpt (hit frequency here may not be typical).
